MEP2 TOR yeast – yeast TOR pathway MEP2-GFP modulation | S. cerevisiae MEP2-GFP strain, flow cytometry GFP, 3 h; 100% = DMSO control level | GFP response vs DMSO, % at 10 µM | hit rate 0.51% among 330,000 | AID 2016;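 active means GFP response versus DMSO above a set limit, roughly screen mean plus 3 SD, cut at about 180% in these data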;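 further: median GFP fluorescence of the barcode-gated MEP2-GFP cells per well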
procasp3 activ – activators of human procaspase-3; P42574; recombinant procaspase-3 D3A, Ac-DEVD-pNA absorbance 405 nm; activation, % at 8.5 µM; hit rate 0.11% among 330,000; AID 463141;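 active means activation above the mean of all tested compounds plus 3 SD, cut at about 21% in these data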;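 further: 0% = DMSO alone and 100% = DMSO wells spiked with extra 5 µM PC-3 D3A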
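Assay system: Procaspase-3 D3A mutant, all three cleavage aspartates alanine. Buffer or medium: Zinc-free HEPES saline buffer with Triton X-100. Times: 1 h compound preincubation, 2 h substrate hydrolysis at 25 °C. Measured by: 405 nm absorbance of p-nitroaniline, reads at 0 and 120 min. Read-out basis: percent activation relative to control range. Replicates: singlicate.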
RPL19A-GFP yeast – alters RPL19A-GFP fluorescence in TOR pathway yeast screen; hit rate 0.3% among 330,000; S. cerevisiae RPL19A-GFP strain, flow cytometry, 3 h; stronger effect = lower value; percent response vs DMSO, % at 10 µM;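 active means percent response vs DMSO below 50%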;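 further: median channel GFP fluorescence of the barcoded RPL19A-GFP strain; ratio of sample median GFP to plate DMSO average so 100% = DMSO; lower means less RPL19A-GFP as with rapamycin TOR inhibition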
proCasp7 act – counter-screen for procaspase-3 activators: activators of human procaspase-7 | hit rate 0.093% among 330,000 | P55210 | recombinant procaspase-7, Ac-DEVD-pNA absorbance 405 nm; D23A/D198A/D206A triple mutant, cannot self-cleave; scale: DMSO 0, 5 µM enzyme 100 | activation, % at 8.5 µM | AID 463210;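 active means percent activation above the screen-wide mean plus 3 SD, cut at about 25% in these data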
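Test system: Procaspase-7 triple mutant (PC-7 D3A). Also added: Ac-DEVD-pNA substrate, 400 µM as added. Schedule: 1 h enzyme–compound preincubation and 2 h substrate reaction, both 25 °C. Signal: p-Nitroaniline absorbance at 405 nm, read at 0 and 120 min. Control set: low DMSO alone, high DMSO plus 5 µM PC-7.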
LAP4-GFP MLPCN – modulators of TOR pathway LAP4-GFP in S. cerevisiae. hit rate 0.34% among 320,000. AID 2023. S. cerevisiae LAP4-GFP multiplex, flow cytometry GFP, 3 h; median GFP as percent of DMSO wells. GFP response vs DMSO, % at 10 µM;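 active means GFP response vs DMSO above a set limit, about the screen mean plus 3 SD, cut at about 150% in these data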
ZTA counter – ZTA (EBV) inhibition in EBNA-1 counter-screen; P03206; ZTA-DNA binding, fluorescence polarization; inhibition, % at 11 µM; hit rate 0.15% among 320,000; in the data active means inhibition above about 33%
AHR activator – activators of human aryl hydrocarbon receptor; AHR-responsive luciferase reporter cells, luminescence; AID 2796; activation, % at 5 µM; hit rate 2.5% among 320,000; P35869; in the data active means activation above about 47%;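 further: 0% = vehicle wells and 100% = reference agonist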
EBNA-1 inh – blocks EBNA-1 binding to DNA; inhibition, % at 14.8 µM; EBNA-1 DNA binding, fluorescence polarization; hit rate 0.34% among 300,000; in the data active means inhibition above about 28%
An asterisk follows results filed as active; . = no result given.

SMILES | MEP2 TOR yeast | procasp3 activ | RPL19A-GFP yeast | proCasp7 act | LAP4-GFP MLPCN | ZTA counter | AHR activator | EBNA-1 inh
COc1cccc(NC(=O)CCNS(=O)(=O)c2ccc3c(c2)oc(=O)n3C)c1 | 109 | -1 | 98 | 10 | 89 | 5 | 2 | -10
COc1ccc(C(=O)C2CCCN(Cc3cnc(N4CCOCC4)s3)C2)c(OC)c1 (stereo unspecified) | 98 | 7 | 94 | -13 | 100 | 10 | 2 | -3
Cc1ccc2c(Cl)c(C(=O)NCCCn3ccnc3)sc2c1 | 104 | 5 | 105 | 10 | 105 | 23 | 56* | 1
O=C(CSc1ncccn1)Nc1ccc2[nH]c(=O)[nH]c2c1 | 101 | 8 | 101 | 1 | 108 | -5 | 3 | 7
Cc1c(Cl)cccc1NC(=O)C1C2C=CC(C2)C1C(=O)O (stereo unspecified) | 104 | 2 | 104 | -5 | 92 | 10 | 1 | -1
COc1ccccc1NS(=O)(=O)c1cccc2cccnc12 | 100 | -3 | 97 | 7 | 95 | 1 | 19 | 15
CC1(O)C(=O)C=C2C=C(c3ccc(C#N)cc3)OC=C2C1=O (stereo unspecified) | 92 | 1 | 100 | -10 | 105 | -4 | 0 | 2
Cc1cc(N2C(=O)C(O)=C(C(=O)c3ccco3)C2c2ccc(O)cc2)no1 (stereo unspecified) | 100 | -6 | 96 | -13 | 104 | -22 | 0 | 0
COc1cc(OC)cc(C(=O)NCC(=O)Nc2ccc(OC)c(Cl)c2)c1 | 103 | 8 | 109 | 1 | 96 | -4 | 13 | -18
O=C(OCC(=O)N1CCOCC1)c1cc2ccccc2oc1=O | 103 | -2 | 103 | 0 | 104 | -2 | 1 | .
COc1ccc(CCc2nnc(CCC(=O)N(C)Cc3ccncc3C)o2)cc1 | 102 | 6 | 102 | -11 | 96 | -14 | 2 | -4
COc1ccc(CC(CC(=O)O)C(=O)Nc2ccc(Cl)c(Cl)c2)cc1 (stereo unspecified) | 108 | 4 | 109 | -5 | 100 | 0 | 0 | 0
C=CCNC(=O)c1ccccc1NC(=O)C1CC(=O)N(C(C)C)C1 (stereo unspecified) | 102 | 0 | 105 | -6 | 95 | -8 | -1 | 5
Cc1cccc(N=C2NC(=O)/C(=C\c3cccs3)S2)c1 | 101 | -2 | 102 | 6 | 94 | 8 | 32 | 9
COc1cc(C(=O)O)ccc1OCc1c(C)noc1C | 106 | 1 | 103 | -7 | 100 | -13 | -1 | 6

Two entries drawn at random from those above:
SMILES | MEP2 TOR yeast | procasp3 activ | RPL19A-GFP yeast | proCasp7 act | LAP4-GFP MLPCN | ZTA counter | AHR activator | EBNA-1 inh
COc1cccc(NC(=O)CCNS(=O)(=O)c2ccc3c(c2)oc(=O)n3C)c1 | 109 | -1 | 98 | 10 | 89 | 5 | 2 | -10
C=CCNC(=O)c1ccccc1NC(=O)C1CC(=O)N(C(C)C)C1 (stereo unspecified) | 102 | 0 | 105 | -6 | 95 | -8 | -1 | 5

Next section
SMILES | MEP2 TOR yeast | procasp3 activ | RPL19A-GFP yeast | proCasp7 act | LAP4-GFP MLPCN | ZTA counter | AHR activator | EBNA-1 inh
O=C(OCC(=O)N1CCN(c2ccccc2)CC1)c1ncc(Cl)c(Cl)c1Cl | 110 | 5 | 98 | 1 | 129 | 2 | 3 | -7
Cc1ccccc1NC(=O)c1cc2c(=O)n3cccc(C)c3nc2s1 | 107 | 17 | 106 | 7 | 93 | 21 | 8 | 10
CC(NCCC(Cc1ccccc1)c1ccco1)c1ccccc1 (stereo unspecified) | 104 | 1 | 106 | -4 | 104 | 3 | -1 | -1
COc1ccc(C(=O)c2ccc(N3CCN(C(=O)c4ccc(F)cc4)CC3)c(F)c2)cc1Br | 110 | 2 | 101 | 22 | 109 | 0 | 1 | 2
C=CCn1c(SC(C)C(=O)c2c(N)n(C)c(=O)n(C)c2=O)nnc1-c1ccoc1C (stereo unspecified) | 95 | -4 | 96 | 5 | 101 | 11 | -1 | .
N#Cc1ccccc1NC(=O)CN(Cc1ccccc1)Cc1ccccc1 | 98 | 4 | 99 | -4 | 98 | 2 | 3 | 4
O=C(c1ccc2[nH]c(=O)c(=O)[nH]c2c1)N1CCc2ccccc2C1 | 109 | -1 | 110 | 0 | 87 | -17 | 1 | -13
CCc1ccc(-c2nc(CN3CCCC(C(=O)O)C3)c(C)o2)cc1 (stereo unspecified) | 94 | -7 | 102 | 1 | 88 | 0 | -2 | 0
CCN(C(=O)COC(=O)c1ccc(=O)n(Cc2ccccc2)n1)C1CCCCC1 | 98 | 0 | 88 | -15 | 87 | -15 | 0 | .
COc1ccc(-n2nc3c(N4CCC(C(=O)NCc5ccccc5)CC4)nnc(C)c3c2C)cc1 | 101 | 4 | 101 | -9 | 100 | 10 | -2 | 6
O=C(CSC(=S)N1CCCC1)Nc1ncc(Cl)cc1Cl | 99 | -2 | 101 | 1 | 107 | -7 | 0 | -11
COCCCN(C(=O)CSCc1c(C)noc1C)c1c(N)n(Cc2ccccc2)c(=O)[nH]c1=O | 101 | 8 | 99 | 11 | 113 | -11 | 3 | -5
COc1cccc(OCC(=O)N(C)Cc2nc(-c3ccccc3)no2)c1 | 103 | -3 | 99 | -2 | 96 | 14 | 8 | -2
CCN(CC(=O)Nc1c(F)cccc1F)C(=O)c1ccc2ccccc2n1 | 98 | -3 | 97 | 2 | 104 | 4 | 0 | -3
COC(=O)c1ccsc1NC(=O)c1cccc(OC)c1 | 105 | 3 | 105 | -5 | 103 | 8 | 6 | 6
CCN(Cc1nc(-c2ccccc2)no1)C(=O)c1ccoc1C | 96 | 9 | 100 | 3 | 95 | 6 | 1 | 1
COc1ccc(NC(=O)CCCC2=NS(=O)(=O)c3ccccc3N2)cc1 | 105 | 14 | 100 | -11 | 97 | 5 | 4 | -4
Clc1ccc(-n2ncc3c(NCCN4CCOCC4)ncnc32)cc1 | 110 | 1 | 103 | 14 | 114 | 22 | -13 | -3
Cc1cccc(NC(=O)Cn2c(=O)n(C)c3ccccc32)c1 | 99 | 2 | 99 | -10 | 101 | -2 | 2 | -11
CCc1c(C(=O)Nc2ccc(C)c(C)c2)[nH]c(C)c1C(C)=O | 111 | 4 | 101 | 0 | 109 | -7 | 0 | 6
CCOc1ccc(C2c3cc(OC)c(OC)cc3CC(=O)N2c2ccc(OC)cc2)cc1 (stereo unspecified) | 107 | 2 | 106 | 3 | 111 | -1 | -1 | 9
O=C(CCn1c(=S)[nH]c2cc3c(cc2c1=O)OCO3)NCc1cccc(Cl)c1 | 100 | 4 | 101 | 6 | 97 | -3 | 3 | 2
O=C(COc1ccc2ccccc2c1)NNC(=O)[C@@H]1CCCC[C@@H]1C(=O)O | 100 | -5 | 99 | 0 | 98 | 11 | 40 | 6
COc1cccc2c1OC1(C)CC2NC(=O)N1Cc1ccccc1 (stereo unspecified) | 121 | -5 | 89 | 14 | 115 | -16 | 2 | -7
CC(C)CCn1c(SCC(=O)N2CC(=O)Nc3ccccc32)nc2scc(-c3cccs3)c2c1=O | 98 | 5 | 95 | 3 | 94 | 6 | 9 | -12
O=C1CC(/C=C/c2cccnc2)=Nc2ccccc2N1 | 107 | 2 | 101 | 6 | 111 | -11 | 5 | 2
CCN(CC(=O)Nc1ccc(C)c(F)c1)CC(=O)NC(C)C | 95 | -1 | 97 | 7 | 104 | 8 | 2 | 4
CN(C)C(=S)NC(C)(C)C | 110 | 4 | 101 | 1 | 106 | 2 | 0 | -2
COc1ccc(C(=O)N/C(=C\c2cn(C)c3ccccc23)C(=O)N2CCN(C)CC2)cc1OC | 100 | -4 | 102 | 6 | 94 | -1 | 4 | 5
COC(=O)CN1C(=O)C(O)(CC(=O)c2ccc(C)cc2)c2ccccc21 (stereo unspecified) | 103 | 1 | 105 | -1 | 102 | -14 | 8 | -11
CCc1nnc(NC(=O)c2cc(C)nc3ccccc23)s1 | 105 | -3 | 105 | 4 | 110 | -4 | 44 | 9
CN(CC(=O)NCc1ccccc1)CC(=O)Nc1ccc(Cl)c(C(F)(F)F)c1 | 101 | 0 | 104 | 2 | 101 | -1 | 1 | .
O=C(Nc1ccccc1)N(CCc1ccncc1)C1CCCCC1 | 102 | 3 | 101 | -3 | 99 | 4 | 0 | -3
O=C(NCc1ccccc1Br)c1ccco1 | 99 | 2 | 98 | 5 | 105 | 6 | 0 | -6
CCc1ccc(Cn2nnc(C(=O)NCc3ccccc3OC)c2N)cc1 | 114 | -6 | 106 | 4 | 121 | -1 | 2 | 2
COC(=O)C1=C(C)N(Cc2ccc(OC)cc2)C(=O)/C1=C\c1ccco1 | 86 | 4 | 93 | -17 | 93 | 1 | -1 | -9
O=C(Nc1ccc2nn(-c3ccc(F)cc3)nc2c1)c1cccnc1 | 97 | -7 | 101 | -7 | 95 | -2 | 1 | -4
Cc1ccc(NC(=O)Cc2ccsc2)cc1S(=O)(=O)N1CCOCC1 | 97 | 7 | 100 | 2 | 90 | . | 0 | .
CCn1cc(C(=O)N[C@H](C(=O)NCCN2CCOCC2)C(C)C)c(=O)c2cc3c(cc21)OCO3 | 99 | -2 | 103 | 13 | 93 | -2 | 0 | -12
CCCNS(=O)(=O)c1ccc(OCC(=O)Nc2ccc3c(c2)OCCO3)cc1 | 109 | 3 | 105 | 4 | 108 | 12 | 1 | 8
O=C(COC(=O)c1ccccn1)NC12CC3CC(CC(C3)C1)C2 | 104 | -2 | 97 | -7 | 102 | -22 | 0 | 6
COc1ccc(-n2cc(CNCCc3ncc(C)[nH]3)c(-c3ccccc3Cl)n2)cc1 | 93 | 1 | 95 | 4 | 95 | 4 | 0 | 0
CCN(c1ccc(NC(=O)c2ccc(N3CCCC3=O)cc2)cc1)C(C)C | 117 | 3 | 88 | 4 | 94 | -10 | -4 | -1
CC(C)(C)OC(=O)N1CCC[C@H]1C(=O)NCC1CCC(C(=O)O)CC1 (stereo partly specified) | 123 | 3 | 97 | -23 | 103 | -15 | 0 | 0
COC(=O)c1ccc(/C=C/c2c(-c3ccc(OC)cc3)oc3ccc(N4CCOCC4)cc23)cc1 | 102 | 2 | 98 | -1 | 91 | 1 | 30 | -1
COCC1CCN(Cc2cn(Cc3ccccc3)nc2-c2cc3ccccc3o2)CC1 | 95 | 0 | 100 | 4 | 103 | 6 | 0 | -6
C/C(=N\Nc1cc(Cl)nc(C)n1)c1ccc(Cl)c(Cl)c1 | 99 | 1 | 96 | 2 | 96 | 14 | 4 | 6
O=C(Nc1nnc(CCN2CCCCC2)s1)c1ccccc1Cl | 94 | 3 | 93 | 2 | 90 | -1 | 1 | 18
CN(C)S(=O)(=O)N1CCC(Oc2ccc(C(=O)N3C[C@@H]4CCC[C@H]3C4)cc2)CC1 | 86 | 9 | 92 | -3 | 70 | -14 | -3 | 3
COc1cc(C(=O)NCC(c2ccco2)N2CCOCC2)cc(OC)c1OC (stereo unspecified) | 102 | -9 | 100 | 1 | 110 | 12 | 0 | 6
O=C(c1cnccn1)N(c1ccccc1)C1(C(=O)NC2CCCCC2)CCCCC1 | 100 | 5 | 101 | 7 | 95 | -5 | -2 | 5
Cc1nc(SCC(=O)Nc2cc(C)on2)c2c(C)c(C)sc2n1 | 103 | 10 | 99 | 0 | 97 | -15 | -1 | -10

One compound at a time, from the list above:
`Cc1nc(SCC(=O)Nc2cc(C)on2)c2c(C)c(C)sc2n1` across the screens: MEP2 TOR yeast = 103; procasp3 activ = 10; RPL19A-GFP yeast = 99; proCasp7 act = 0; LAP4-GFP MLPCN = 97; ZTA counter = -15; AHR activator = -1; EBNA-1 inh = -10
`O=C(c1cnccn1)N(c1ccccc1)C1(C(=O)NC2CCCCC2)CCCCC1` across the screens: MEP2 TOR yeast = 100; procasp3 activ = 5; RPL19A-GFP yeast = 101; proCasp7 act = 7; LAP4-GFP MLPCN = 95; ZTA counter = -5; AHR activator = -2; EBNA-1 inh = 5

From PubChem BioAssay
